Compound activity as filed in PubChem.
TEAD-YAP block – TEAD-YAP interaction inhibition. AID 1259422. HEK-TIYL cells, TEAD-Gal4/YAP UAS-luciferase luminescence. inhibition, % at 9.12 µM. hit rate 1.4% among 640,000; in the data active means inhibition above about 32%;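 further: 0% = median of test compound wells and 100% = reference inhibitor wells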
MITF primary – human MITF inhibition, primary screen; AlphaScreen MITF homodimerization, bead proximity signal; inhibition, % at 2.6 µM; hit rate 0.91% among 650,000; in the data active means inhibition above about 50%;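 further: 0% = vehicle wells with protein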
Target sequence (O75030 whole entry, looked up): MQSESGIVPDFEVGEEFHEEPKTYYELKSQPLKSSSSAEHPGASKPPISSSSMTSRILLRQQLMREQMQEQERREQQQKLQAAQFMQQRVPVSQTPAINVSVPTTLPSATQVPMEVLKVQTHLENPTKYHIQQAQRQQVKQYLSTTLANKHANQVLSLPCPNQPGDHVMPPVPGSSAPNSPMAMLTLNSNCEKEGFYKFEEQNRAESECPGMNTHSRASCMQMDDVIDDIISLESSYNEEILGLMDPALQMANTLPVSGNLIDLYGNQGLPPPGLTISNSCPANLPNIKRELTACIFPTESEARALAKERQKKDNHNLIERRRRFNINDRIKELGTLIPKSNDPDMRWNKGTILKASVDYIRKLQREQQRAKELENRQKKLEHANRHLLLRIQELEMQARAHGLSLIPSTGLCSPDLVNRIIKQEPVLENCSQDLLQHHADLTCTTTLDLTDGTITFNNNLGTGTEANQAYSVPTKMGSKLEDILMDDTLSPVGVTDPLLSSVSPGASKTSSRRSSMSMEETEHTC
GPR151 activ – activators of human GPR151. Q8TDV0. hit rate 1% among 650,000. PathHunter beta-arrestin GPR151 cells, luminescence. activation, % at 11.2 µM; in the data active means activation above about 4.9%;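 further: 0% = median of compound wells and 100% = cells with positive control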
Target sequence (Q8TDV0 whole entry, looked up): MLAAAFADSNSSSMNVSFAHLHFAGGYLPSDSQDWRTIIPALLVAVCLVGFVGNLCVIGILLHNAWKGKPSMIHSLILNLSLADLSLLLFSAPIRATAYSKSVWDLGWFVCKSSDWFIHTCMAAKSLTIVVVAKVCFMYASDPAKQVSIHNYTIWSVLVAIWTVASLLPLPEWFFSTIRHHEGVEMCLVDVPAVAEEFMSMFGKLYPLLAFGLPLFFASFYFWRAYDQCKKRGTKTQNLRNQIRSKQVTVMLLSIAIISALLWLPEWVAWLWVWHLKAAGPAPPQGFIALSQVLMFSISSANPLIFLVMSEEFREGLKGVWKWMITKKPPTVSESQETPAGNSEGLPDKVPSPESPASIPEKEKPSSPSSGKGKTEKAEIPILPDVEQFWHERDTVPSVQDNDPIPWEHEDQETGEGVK
FBW7 act – activators of human E3 ligase FBW7; Q969H0; AlphaScreen FBW7–phospho-cyclin E peptide binding, activator screen; normalized activity (activation), % at 26.1 µM; hit rate 0.13% among 650,000; AID 1259310; in the data active means normalized activity above about 1.9%;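 further: purified mutant Fbw7 with reduced substrate affinity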
Active calls of the source: *; & = joins results of further samples.

| SMILES | MITF primary | FBW7 act | TEAD-YAP block | GPR151 activ |
| --- | --- | --- | --- | --- |
| CCSc1nnc2c(n1)OC(c1ccncc1)Nc1ccc(Br)cc1-2 (stereo not given) | -1 | 0.0 | -6 | 0.0 |
| CN1CCC(NC(c2ccccc2)c2ccccc2)CCC1=O (stereo not given) | 6 | -0.1 | 1 | 0.0 |
| CCCOc1ccc(C(=O)Nc2cc(-c3nc4cc(C)cc(C)c4o3)ccc2C)cc1 | -9 | -0.6 | 1 | 0.3 |
| COc1ccc(Nc2nc3ccccc3n3nnnc23)c(OC)c1 | 0 | -0.2 | -30 | 0.3 |
| Cc1ccc2cc(CN(CC3CCCO3)C(=O)COc3ccccc3)c(=O)[nH]c2c1 (stereo not given) | 4 | 0.0 | 7 | -0.8 |
| O=C(O)CCN=C1NS(=O)(=O)c2ccccc21 | 16 | -0.1 | -3 | -0.5 |
| Cc1noc(C(=O)Nc2c(C)nn(Cc3ccccc3Cl)c2C)c1Cl | -9 | 0.0 | -13 | -0.6 |
| CCOC(=O)Cc1ccc(N(Cc2ccc(Cl)cc2)S(=O)(=O)c2ccc3[nH]c(=O)oc3c2)cc1 | 10 | 0.2 | 2 | 1.3 |
| CCOC(=O)CN(C)C(=O)CCc1nnc(CCCCc2ccccc2)o1 | 8 | 0.2 | 7 | -0.7 |
| CCc1ccc(Nc2nnc(SCC(=O)Nc3cc(OC)cc(OC)c3)s2)cc1 | -3 | -0.1 | -13 | -1.0 |
| COc1ccc(N=CC2=C(O)c3ccccc3C2=O)cc1 | 15 | 0.0 | 43* | -3.5 |
| Cc1cccc(NCC(=O)N/N=C/c2cccc(Br)c2)c1 | -9 | 0.2 | -2 | 0.3 |
| CCN(CC)S(=O)(=O)c1ccc(OC)c(NC(=O)CC(C)C)c1 | -5 | 0.1 | 6 | 0.9 |
| COc1ccc(-c2nnc(NC(C)=O)o2)cc1 | 10 | 0.4 | -3 | -0.4 |
| Cc1ccc(/C=C2\N=C(c3ccc(Cl)c(Cl)c3)OC2=O)cc1 | 19 | 0.0 | 1 | 0.2 |
| Cc1nc2nc(SCc3cccc(F)c3)nn2c(C)c1Cc1ccc(F)cc1Cl | 1 | -0.1 | -13 | -0.2 |
| c1ccc(CN2CCN(Cc3nnnn3CC3CCCO3)CC2)cc1 (stereo not given) | 10 | 0.8 | 4 | -0.2 |
| CN(C)CCOC(=O)CC12CC3CC(CC(C3)C1)C2 | -6 | 0.2 | -6 | 0.4 |
| CNC(=O)CN(c1cccc(C(C)=O)c1)S(C)(=O)=O | -5 | -0.2 | -9 | 2.3 |
| CCOC(=O)N1CCN(Cc2nc(NCCCOC)c3cc(C)ccc3n2)CC1 | 3 | 0.0 | 9 | -0.2 |
| CCOC(=O)c1c(-c2ccc(OC)c(OC)c2)csc1NC(=O)CSc1nc2sc3c(c2c(=O)n1-c1ccccc1)CCC3 | 3 | 0.0 | -2 | 1.6 |
| CSc1ccccc1NC(=O)N1CCC(CO)(CC2CCCCO2)CC1 (stereo not given) | 4 | -0.1 | 3 | 0.1 |
| O=C(/C=C/c1ccc2c(c1)OCO2)NCc1ccc2c(c1)OCO2 | -2 | 0.1 | 3 | 3.4 |
| Nc1ccc2nc3n(c(=O)c2c1)CCCCC3 | 18 | 0.1 | -7 | 0.5 |
| O=C(N=C1N=C2C=CC=CN2Cc2ccccc21)c1ccncc1 | 0 | -0.1 | -34 | -5.0 |
| Cc1cccc(C)c1N1C(=O)C2C(C1=O)C1C=CC2C12CC2 (stereo not given) | 0 | -0.1 | 0 | -0.9 |
| CS(=O)(=O)c1ccccc1C(=O)Nc1nc(-c2nc3ccccc3s2)cs1 | -5 | 0.0 | -9 | -0.2 |
| CCOC(=O)c1csc(NC(=O)c2ccc(Cc3ccccc3)cc2)n1 | 5 | 0.0 | -6 | 2.9 |
| CC(C)(C)c1cc(CN(Cc2cc(C(C)(C)C)c(O)c(C(C)(C)C)c2)C2CCCCC2)cc(C(C)(C)C)c1O | 2 | 0.1 | -7 | 1.1 |
| Cc1cncc(Nc2cc(-n3cc(C)c(Nc4ccccc4)n3)c(F)cn2)c1 | -4 | 0.1 | -14 | 0.0 |
| O=S(=O)(c1ccc2c(c1)OCCO2)N1CCC(c2nc(-c3ccncc3)n[nH]2)CC1 | 13 | -0.1 | 2 | 1.3 |
| CCS(=O)(=O)Nc1cccc(-c2cn3c(n2)SCC3)c1 | 3 | -0.2 | -2 | 1.3 |
| c1coc(CNc2ccc3ncc(-c4cccs4)n3n2)c1 | -11 | -0.1 | 2 | -0.4 |
| CN(C)C(=O)c1cc(-c2cn[nH]n2)ccc1NC(=O)C1COc2ccc(F)cc2C1 (stereo not given) | 13 | 0.5 | 5 | -0.9 |
| COc1ccc(-c2c(NCCC3=CCCCC3)c(=O)c2=O)cc1 | 3 | 0.0 | -5 | -0.6 |
| COc1ccc(-c2nc(-c3ccc(C)cc3)no2)cc1 | 6 | 0.1 | -63 | -0.1 |
| CC(NS(=O)(=O)/C=C/c1ccccc1)C(=O)O (stereo not given) | 10 | 0.1 | -2 | 1.5 |
| COc1ccccc1C(=O)NNC(=O)c1ccc(O)cc1O | 13 | -1.0 | 16 | 0.6 |
| CC(C(=O)O)N1C(=O)c2ccc(Br)cc2C1=O (stereo not given) | -5 | -0.1 | -3 | 2.2 |
| Cc1cccc(-c2noc(CCC(=O)N3CCOCC3)n2)c1 | -17 | -0.4 | -8 | -2.5 |

Quoted at random: 2 compounds from above
| SMILES | MITF primary | FBW7 act | TEAD-YAP block | GPR151 activ |
| --- | --- | --- | --- | --- |
| CC(NS(=O)(=O)/C=C/c1ccccc1)C(=O)O (stereo not given) | 10 | 0.1 | -2 | 1.5 |
| CC(C(=O)O)N1C(=O)c2ccc(Br)cc2C1=O (stereo not given) | -5 | -0.1 | -3 | 2.2 |

Continued:
| SMILES | MITF primary | FBW7 act | TEAD-YAP block | GPR151 activ |
| --- | --- | --- | --- | --- |
| Cc1nc(C(C)NC(=O)c2cc(COc3ccc(F)cc3F)on2)cs1 (stereo not given) | 9 | 2.0* | -4 | 0.3 |
| N#Cc1cc2cc3c(cc2nc1NCCNC(=O)Nc1cccc(Cl)c1)OCO3 | -1 | 0.5 | 3 | -0.8 |
| O=C(NCc1cccc2[nH]ccc12)c1cc(COc2c(F)cccc2F)on1 | 6 | 0.1 | -15 | -0.5 |
| CC(=O)c1ccc(NC(=O)c2ocnc2C)cc1 | 4 | -0.1 | -35 | -1.9 |
| CC(Oc1ccccc1)c1nc(-c2ccccn2)no1 (stereo not given) | 8 | 0.6 | -32 | -0.1 |
| COc1ccc(N2C3=C(C(=O)CC(C)(C)C3)C(c3ccc(C)cc3)C3=C2CC(C)(C)CC3=O)cc1Cl | -5 | 0.0 | -12 | -0.1 |
| COc1cc(OC)c(/C=C2/NC(=O)NC2=O)cc1Br | -3 | 0.1 | 6 | 1.0 |
| O=C(Oc1ccc(NC2=NS(=O)(=O)c3ccccc32)cc1)c1ccccc1 | 11 | -0.1 | 5 | -0.8 |
| N=c1oc2ccc(Br)cc2cc1C(=O)Nc1ccc(Cl)cc1Cl | -10 | -0.1 | -9 | -0.2 |
| CC1CCN(C(=O)CCCOc2ccc(Cl)cc2)CC1 | -1 | -0.3 | -24 | 0.2 |
| Cc1cc(C)nc(/N=C(/NC(=O)Nc2cccc(Cl)c2)Nc2ccccc2)n1 | -12&-3 | -0.1&0.1 | 3&-8 | 0.2&0.2 |
| CCC(OC(=O)/C=C/c1ccc([N+](=O)[O-])cc1)C(=O)Nc1nnc(C)s1 (stereo not given) | 0 | 0.1 | 14 | 0.0 |
| N#C/C(=C(/O)CN1C(=O)c2ccccc2S1(=O)=O)c1nc2ccccc2[nH]1 | -6 | -0.4 | -4 | 2.0 |
| CCN(CC)/C(=N/S(=O)(=O)c1cc(C)ccc1C)c1ccccc1 | 20 | 0.1 | 5 | 2.7 |
| CC(Cl)C(=O)N1CCc2ccccc21 (stereo not given) | 14 | 0.1 | 4 | -0.7 |
| Cc1c2cnn(CC(=O)N3CCCCCC3)c(=O)c2c(C)n1Cc1ccccc1 | 12 | 0.3 | 4 | 0.8 |
| O=C1CC(c2ccccc2F)c2ccc3ccccc3c2N1 (stereo not given) | 24 | 0.8 | -3 | -0.7 |
| COc1ccc(C2C(C(=O)Nc3cc(Cl)c(OC)cc3OC)c3ccccc3C(=O)N2C2CCCCC2)cc1 (stereo not given) | 1 | 0.0 | -10 | -0.6 |
| O=C1OC(c2ccccc2Br)=N/C1=C\N1CCCCC1 | -2 | -0.1 | -29 | -1.4 |
| CCCCN(C)S(=O)(=O)c1ccc(N)cc1 | -9 | 0.0 | -12 | -2.1 |
| COc1ccc(N2C(=O)CC(N3CCN(c4ccc(F)cc4)CC3)C2=O)cc1 (stereo not given) | -5 | -0.1 | -5 | 1.6 |
| COC(=O)c1cc(NC(=O)c2ccc(SC3CCCCC3)c([N+](=O)[O-])c2)cc(C(=O)OC)c1 | 14 | 0.6 | -2 | -0.7 |
| O=C(c1ccccc1)N1CCN2C(=O)[C@@H]3CCCN3C(=O)[C@H]2C1 | 29 | 0.1 | 0 | 1.4 |
| CCOC(=O)c1cnc2cc(Cl)c(OC)cc2c1Nc1ccc(OC)c(Cl)c1 | 6 | 0.1 | 12 | 0.4 |
| C=C1C(C(=O)NCC2CCCO2)C1C(=O)NCC1CCCO1 (stereo not given) | -5 | -0.1 | -1 | 0.4 |
| CCc1nn(CC(=O)NCC2CCCN2CC)c(=O)c2cc3ccsc3n12 (stereo not given) | 2 | -0.1 | 3 | 4.2 |
| COC(=O)c1ccc(NC(=O)/C(=C\c2ccc3c(c2)OCO3)NC(=O)c2ccccc2Cl)cc1 | 5 | 0.1 | 4 | 0.8 |
| Cc1csc(=O)n1CC(=O)OCc1ccc(C#N)cc1 | -10 | 0.0 | -3 | 1.3 |
| Cc1c(C(=O)O)nnn1-c1ccccc1 | 5 | 0.0 | 6 | -0.4 |
| COc1ccc(N2CCN(c3ncnc4sc(C(=O)NCc5ccco5)c(C)c34)CC2)cc1 | 16 | 0.0 | 20 | -0.7 |
| Cc1ccccc1NC(=O)c1cc2c(n(-c3ccccc3)c1=O)CC(C)(C)CC2=O | 15 | 0.0 | 7 | -0.2 |
| Cc1nn(CC(=O)N(C)C)c(=O)c2cc3sccc3n12 | -3 | -0.2 | 6 | 0.8 |
| NC(=O)c1cc2cc(Br)ccc2oc1=Nc1ccc(C(=O)c2ccccc2)cc1 | -4 | 0.1 | 3 | 0.7 |
| FC(F)(F)c1ccc(Cn2cnc3c(Nc4ccc(N5CCOCC5)cc4)nc(-c4ccccc4)nc32)cc1 | 15 | 0.1 | 0 | 5.2* |
| CC1CN(C2CCN(C(=O)c3ccccc3)CC2)CC(C)O1 (stereo not given) | 36 | 0.0 | 9 | 4.7 |
| CCCOC(=O)C(CC)n1cnc2sc3c(c2c1=O)CCC(C)C3 (stereo not given) | 15 | 1.6 | 1 | -1.9 |
| CC1CCN(C(=O)c2cccc3c2-c2ccccc2/C3=N/NC(N)=O)CC1 | 7 | -0.2 | 2 | -0.8 |
| CCC(=O)N1c2ccc(S(=O)(=O)CCC(=O)Nc3cccc(SC)c3)cc2CC1C (stereo not given) | -4 | -0.6 | 28 | 0.5 |
| Cc1ccc(CNC(=O)c2n[nH]c3c2CCCC3)cc1 | 3 | -0.1 | -17 | -1.2 |
| COc1cc(C2N(Cc3ccccc3)CCN2Cc2ccccc2)ccc1OCc1ccccc1 | 15 | 0.4 | -24 | -1.7 |

Structures listed so far with a Cl atom, in the order listed:
| SMILES | MITF primary | FBW7 act | TEAD-YAP block | GPR151 activ |
| --- | --- | --- | --- | --- |
| Cc1noc(C(=O)Nc2c(C)nn(Cc3ccccc3Cl)c2C)c1Cl | -9 | 0.0 | -13 | -0.6 |
| CCOC(=O)Cc1ccc(N(Cc2ccc(Cl)cc2)S(=O)(=O)c2ccc3[nH]c(=O)oc3c2)cc1 | 10 | 0.2 | 2 | 1.3 |
| Cc1ccc(/C=C2\N=C(c3ccc(Cl)c(Cl)c3)OC2=O)cc1 | 19 | 0.0 | 1 | 0.2 |
| Cc1nc2nc(SCc3cccc(F)c3)nn2c(C)c1Cc1ccc(F)cc1Cl | 1 | -0.1 | -13 | -0.2 |
| N#Cc1cc2cc3c(cc2nc1NCCNC(=O)Nc1cccc(Cl)c1)OCO3 | -1 | 0.5 | 3 | -0.8 |
| COc1ccc(N2C3=C(C(=O)CC(C)(C)C3)C(c3ccc(C)cc3)C3=C2CC(C)(C)CC3=O)cc1Cl | -5 | 0.0 | -12 | -0.1 |
| N=c1oc2ccc(Br)cc2cc1C(=O)Nc1ccc(Cl)cc1Cl | -10 | -0.1 | -9 | -0.2 |
| CC1CCN(C(=O)CCCOc2ccc(Cl)cc2)CC1 | -1 | -0.3 | -24 | 0.2 |
| Cc1cc(C)nc(/N=C(/NC(=O)Nc2cccc(Cl)c2)Nc2ccccc2)n1 | -12&-3 | -0.1&0.1 | 3&-8 | 0.2&0.2 |
| CC(Cl)C(=O)N1CCc2ccccc21 (stereo not given) | 14 | 0.1 | 4 | -0.7 |
| COc1ccc(C2C(C(=O)Nc3cc(Cl)c(OC)cc3OC)c3ccccc3C(=O)N2C2CCCCC2)cc1 (stereo not given) | 1 | 0.0 | -10 | -0.6 |
| CCOC(=O)c1cnc2cc(Cl)c(OC)cc2c1Nc1ccc(OC)c(Cl)c1 | 6 | 0.1 | 12 | 0.4 |
| COC(=O)c1ccc(NC(=O)/C(=C\c2ccc3c(c2)OCO3)NC(=O)c2ccccc2Cl)cc1 | 5 | 0.1 | 4 | 0.8 |
